# Screens (PubChem BioAssay)
# phage Ecoli inh – growth loss of phage-infected E. coli, primary screen, RecBCD inhibitor project, absorbance, with phage, HTS | hit rate 0.26% among 360,000 | inhibition, % at 11.9 µM; in the data active means inhibition above about 11%
# PfHsp90 set2 – growth inhibition of PfHsp90-expressing yeast, primary screen, antimalarial PfHsp90 inhibitor project, S. cerevisiae, BacTiter-Glo luminescence, single point, set 2; BacTiter-Glo ATP, 48 h; yeast lacking PDR1 and PDR3 efflux regulators; hit rate 0.32% among 310,000; AID 504621, 2011; inhibition, % at 9.4 µM;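 active means every replicate shows inhibition above about 80%, whatever the replicate mean, limit read from the data; inconclusive means mean inhibition reaches the set limit but some replicate falls short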;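 further: 0% = DMSO neutral controls and 100% = 20 µM radicicol positive controls; yeast relying on Plasmodium falciparum Hsp90 in place of its own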
# MOR-DOR inv ag – inverse agonists of MOR-DOR heterodimerization, primary screen, cell-based, luminescence. cell-based MOR-DOR heterodimer luminescence, inverse agonism. inhibition, % at 9.3 µM. hit rate 0.21% among 340,000. Mu-type opioid receptor (Homo sapiens) + Delta-type opioid receptor (Homo sapiens), …. AID 504357, 2011; in the data active means inhibition above about 22%, passing the limit was not always enough;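 further: 0% = cells with DMSO and 100% = wells without cells with DMSO; values of inactives mirror those of a sister screen read the other way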
# AddAB inh – growth inhibition of E. coli expressing H. pylori AddAB, primary screen, AddAB inhibitor project, absorbance | inhibition, % at 11.9 µM | hit rate 0.29% among 330,000; in the data active means inhibition above about 12%;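 further: 0% = vehicle wells of infected cells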
# MOR-DOR ag – agonists of OPRM1-OPRD1 heterodimerization, primary screen, cell-based, luminescence. cells. activation, % at 9.3 µM. hit rate 0.3% among 340,000. Mu-type opioid receptor (Homo sapiens) + Delta-type opioid receptor (Homo sapiens), …; in the data active means activation above about 18%;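 further: 0% = vehicle-treated cells and 100% = reference agonist; values of inactives mirror those of a sister screen read the other way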
# SUMO Mot1 rescue – yeast Mot1-301 growth rescue at high temperature, primary screen, SUMOylation pathway inhibitor project, S. cerevisiae, ATP luminescence, 38.5C. AID 2716, 2010. hit rate 1% among 320,000. growth rescue, % at 18.8 µM. S. cerevisiae Mot1-301 growth rescue; percent above DMSO median, 100 means doubled;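 active means every valid replicate shows activation above 250% relative to neutral control wells; inactive means the rest, any valid replicate at or below 250%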;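 further: OY570 slx delta 5 strain wells were the positive control but not used for scaling; some compounds called inactive have numbers as strong as hits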
# DSG3 Ab inh – inhibitors of pemphigus antibody binding to DSG3, primary screen, biochemical, bead-based, flow cytometry, scFv-GFP; Desmoglein-3 (Homo sapiens), P32926; DSG3-coupled beads, scFv-anti-DSG3-GFP binding; hits give low values; binding (percent of control), % at 10 µM; hit rate 0.48% among 310,000; AID 588358, 2011;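 active means binding more than 3 SD below its plate's average and above zero; inconclusive means below that plate limit but binding exactly zero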;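 further: hits lower antibody fragment binding to DSG3; some compounds called inactive have numbers as strong as hits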
# Target sequence (P32926 whole entry, looked up, the tested form may be a part): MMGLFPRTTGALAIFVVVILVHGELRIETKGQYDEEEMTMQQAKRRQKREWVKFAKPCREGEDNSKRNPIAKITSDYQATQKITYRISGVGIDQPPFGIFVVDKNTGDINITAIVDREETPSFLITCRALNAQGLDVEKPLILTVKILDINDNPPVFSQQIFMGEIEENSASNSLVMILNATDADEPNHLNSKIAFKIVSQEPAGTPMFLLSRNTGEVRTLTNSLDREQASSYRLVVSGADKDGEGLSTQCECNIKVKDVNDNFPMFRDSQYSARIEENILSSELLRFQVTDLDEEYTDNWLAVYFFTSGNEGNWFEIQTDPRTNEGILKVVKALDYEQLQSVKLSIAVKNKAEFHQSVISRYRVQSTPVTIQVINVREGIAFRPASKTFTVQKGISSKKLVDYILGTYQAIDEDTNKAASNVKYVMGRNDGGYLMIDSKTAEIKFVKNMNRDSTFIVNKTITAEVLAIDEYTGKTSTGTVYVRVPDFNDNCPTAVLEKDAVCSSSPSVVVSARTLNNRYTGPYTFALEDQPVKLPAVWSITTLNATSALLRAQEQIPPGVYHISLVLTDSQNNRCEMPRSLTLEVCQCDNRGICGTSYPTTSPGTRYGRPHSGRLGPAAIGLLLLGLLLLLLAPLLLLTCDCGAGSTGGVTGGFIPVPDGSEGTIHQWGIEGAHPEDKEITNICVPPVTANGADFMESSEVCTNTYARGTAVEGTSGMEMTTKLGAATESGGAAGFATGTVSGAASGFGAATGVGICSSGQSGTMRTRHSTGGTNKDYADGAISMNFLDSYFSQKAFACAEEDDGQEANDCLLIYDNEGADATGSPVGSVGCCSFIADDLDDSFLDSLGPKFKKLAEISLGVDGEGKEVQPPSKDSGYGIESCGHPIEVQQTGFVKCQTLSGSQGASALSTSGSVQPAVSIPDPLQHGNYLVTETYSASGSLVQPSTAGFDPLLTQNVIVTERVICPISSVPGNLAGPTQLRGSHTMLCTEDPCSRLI
# E coli growth – E. coli V3065 growth inhibition, primary screen, counter-screen for AddAB inhibitor project, absorbance, OD600; 18 h; inhibition, % at 11.9 µM; hit rate 0.27% among 330,000; AID 449728, 2010;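 active means inhibition above the campaign's mean inhibition across all tested compounds plus 3 SD, cut at about 9.9% in these data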;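 further: uninfected addAB+ strain grown without phage in ampicillin broth; 0% = DMSO wells and 100% = ciprofloxacin 0.95 µg/ml wells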
# PKA-R1A activ – activators of PKA-R1A holoenzyme, primary screen, biochemical, fluorescence polarization, Cy5-IP20, bovine R1A, mouse PKAc; hit rate 0.083% among 340,000; activation, % at 11.4 µM; cAMP-dependent protein kinase type I-alpha regulatory subunit (Bos taurus) + …; PKA-R1A dissociation; scaled: DMSO 0%, 113 µM cGMP 100%; AID 504707, 2011;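 active means percent activation above the mean of all tested compounds plus 3 SD, cut at about 19% in these data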;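 further: higher means more PKAc released from R1A so a rise in polarization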
# Arr AP2 block – inhibitors of beta-arrestin/AP2 binding, primary screen, biochemical, GPCR trafficking, flow cytometry. inhibition, % at 10 µM. AID 504490, 2011. FITC-arrestin peptide / GST-AP2 beads; AP2 beta2 appendage carries R879A mutation. hit rate 0.31% among 340,000;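 active means inhibition above a set limit, near 3 SD of compounds lacking own fluorescence, cut at about 54% in these data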;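 further: plate controls were DMSO wells for no effect and 5 µM unlabelled arrestin peptide for full effect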
#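 Material – GST-tagged AP2 beta2-adaptin appendage (R879A) on 4 µm glutathione beads · Probe or stimulus – fluorescein-tagged arrestin peptide at 50 nM final · Timing – 12 min plus 1 h, RT · Detection – bead flow cytometry, FITC channel · Read-out basis – inhibition as reduced fluorescein signal on beads, percent · Medium – PBS plus Tween 20 (0.05%) and BSA (0.1%)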
# Tat export inh – E. coli Tat export inhibitors, primary screen, MC4100, TorA-mCherry reporter, fluorescence, single point. inhibition, % at 10 µM. hit rate 0.036% among 340,000;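 active means mean replicate inhibition at least 50% and at least half of replicates individually reaching 50%; inconclusive means only one of the two criteria met; inactive means neither criterion met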;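 further: exported cargo escapes ClpAP degradation while cytoplasmic cargo is degraded and loses fluorescence; 0% = median of neutral control wells and 100% = median of NaSCN control wells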
# * = called active by the depositor; ? = inconclusive; . = not tested or not shown. Random draw from the library; any-hit rate near 2.8%.
SMILES,phage Ecoli inh,PfHsp90 set2,MOR-DOR inv ag,AddAB inh,MOR-DOR ag,SUMO Mot1 rescue,DSG3 Ab inh,E coli growth,PKA-R1A activ,Arr AP2 block,Tat export inh
CC1=NN(C(N)=S)C(=O)C1N=Nc1ccccc1C(=O)O (stereo unspecified),0.9,-18,13,3.0,-2.5,-3,119,-0.9,-3,-3,4
CC(C)CNC(=O)COC(=O)/C=C/c1ccco1,3.9,8,-16,1.9,3.3,-21,80,0.4,-1,7,2
Cc1ccc(CNC(=S)Nc2cc(C(=O)O)ccc2C)cc1,1.5,-15,13,2.5,-2.8,-14,102,0.1,-3,6,-6
CCn1c(O)c(N=Nc2ccc(Cl)c(C(=O)O)c2)c2ccccc21,0.8,2,6,-0.8,-1.2,263,101,-1.6,-2,10,-4
COc1cccc(C(=O)Oc2ccc(/C=N/Nc3ccc(C(=O)O)cc3)cc2OC)c1,-0.9,0,19,4.3,-3.6,-2,106,-1.7,-7,-6,12
CC(C)CC(=O)NC(=S)NNC(=O)c1ccc([N+](=O)[O-])cc1,-5.4,47,9,1.2,-1.9,-23,75,-8.9,0,1,-9
CSc1nnc(C)c(=O)n1COC(=O)c1ccc(S(=O)(=O)N2CCCC2)cc1,-0.4,3,7,2.1,-1.1,0,100,0.6,-4,-4,0
c1ccc(-c2ccc(CN3CCN(c4ncccn4)CC3)cc2)cc1,-0.7,.,3,1.4,-0.5,9,100,0.0,3,33,0
O=C(CCc1ccccc1)Nc1nc2nc(-c3ccccc3)cc(=O)n2[nH]1,0.2,5,8,-2.2,-1.4,-12,100,1.1,-11,31,3
CCCc1cc(=O)[nH]c(SCC(=O)N(CC)c2c(N)n(Cc3ccccc3)c(=O)[nH]c2=O)n1,0.9,22,1,-0.5,-0.3,-6,108,1.6,-2,11,0
CCNS(=O)(=O)c1ccc2nc(NC(=O)/C=C/c3cc(OC)c(OC)c(OC)c3)sc2c1,2.5,1,7,4.2,-1.2,-14,133,-1.6,4,-3,0
COc1ccccc1N1CCN(C(=O)c2sc3nc(-c4ccccc4)cn3c2C)CC1,1.0,-3,-1,-0.1,0.2,71,85,-2.0,-4,-5,0
Nn1c(C2CCCCC2)nc2ccccc2c1=O,4.7,8,-1,2.9,0.3,-5,102,-0.3,-3,0,-1
COc1ccccc1C(C)NC(=O)c1ccc(NC(=O)CC2SC(N3CCCC3)=NC2=O)cc1 (stereo unspecified),0.8,.,0,-0.3,0.0,.,106,-1.4,6,0,1
COc1ccc(C2=NNC(c3cccnc3)=Nc3ccc(OC)cc32)cc1,2.9,0,14,-0.3,-2.7,4,112,0.4,-18,11,-6
COCc1cc(C)nc2sc(C(=O)Nc3nccs3)c(N)c12,2.2,26,-6,-0.6,0.9,106,102,1.3,8,0,3
C/C(=N/NS(=O)(=O)c1ccc(C)cc1)c1ccc2c(c1)OCO2,1.2,-8,-4,.,0.9,3,104,.,2,-10,-2
O=C(NCC1CCCO1)c1ccc2c(c1)N(Cc1ccc(F)cc1)CCS2 (stereo unspecified),3.0,8,7,3.2,-1.5,-5,.,-0.6,-16,24,6
O=C(NCCN1C(=O)C2C3C=CC(C3)C2C1=O)Nc1ccccc1 (stereo unspecified),3.0,-1,11,4.2,-2.1,-7,104,1.2,6,22,2
CCCSc1nc2ccccc2n1CC(=O)O,2.2,.,12,-0.7,-2.5,-12,117,1.2,3,-2,-6
CN1CCN(S(=O)(=O)c2cccc(C(=O)Nc3sccc3C(N)=O)c2)CC1,6.4,65,15,1.6,-3.9,22,.,0.9,-6,16,5
O=C1c2ccccc2C(=O)N1CC1c2ccccc2CCN1C(=O)N1CCOCC1 (stereo unspecified),.,-14,14,0.2,-2.5,-9,113,0.7,-2,-3,4
CC1CCCCN1CC(=O)NC(c1ccccc1)c1ccccc1 (stereo unspecified),-1.2,18,4,-3.8,-0.7,-5,93,0.2,-4,2,2
CC(=O)OC(C(=O)N1CCOCC1)c1c(F)cccc1F (stereo unspecified),3.5,-2,9,0.7,-1.8,-4,101,-0.3,12,7,-2
Cc1ccc(C(=O)NNC(=O)C(C)Sc2nc(N)cc(N)n2)cc1 (stereo unspecified),0.5,-15,20,2.6,-4.6,17,99,2.6,2,-15,-6
O=C1c2ccccc2NC(c2ccc(Cl)cc2Cl)N1O (stereo unspecified),12*,-5,-2,6.3,0.4,-18,97,6.0,-10,18,?
Cc1ccc2nc(-c3ccncc3)c(NC3CCCC3)n2c1,3.6,-24,-9,4.0,1.8,2,111,2.5,-1,19,8
CC(=O)c1ccccc1NC(=O)COC(=O)/C=C/c1ccc(OC(F)F)cc1,1.5,.,11,0.7,-1.7,128,102,-0.6,-2,16,-7
Cc1ccc(S(=O)(=O)NCc2ccc(C(=O)N3CCN(c4ccc([N+](=O)[O-])cc4)CC3)cc2)cc1,-0.5,10,-20,3.5,3.8,114,.,-1.1,-18,-5,8
CC(=O)N1CCSc2ccc(S(=O)(=O)NCCc3ccc(Cl)cc3)cc21,2.5,-20,-16,2.2,3.0,-3,64,-1.6,-9,2,1
CC1CCN(c2ccc(C(=O)N3CCOCC3)cc2[N+](=O)[O-])CC1,1.9,-2,1,-0.3,-0.2,-13,109,-0.4,-10,5,-6
COc1cccc(NC(=O)CSc2nc3c(oc4ccccc43)c(=O)[nH]2)c1,0.8,-20,-4,3.5,0.7,-3,112,2.1,-10,32,-1
CC(C)n1c(CN(C)c2ccccc2)nc2ccccc21,-0.6,-15,7,1.2,-1.4,875*,112,-0.5,-7,10,3
COc1ccc(OCc2cc(C(=O)NC(C)Cc3cnccn3)no2)c(Cl)c1 (stereo unspecified),1.6,-9,6,1.2,-1.1,201,102,-1.0,-9,-3,11
CCCN(CC(=O)Nc1ccccc1C)C(=O)CCNC(=O)c1ccccc1Cl,1.5,10,-4,0.0,0.5,-6,102,1.6,-1,0,9
CC(C)C1N=C2c3ccccc3N=C(SCC#N)N2C1=O (stereo unspecified),2.1,-9,13,-1.8,-2.2,1,93,-2.8,3,22,-6
CCCCCCc1c(C)c2ccc(OCC(=O)N3CCC[C@H]3C(=O)O)c(C)c2oc1=O,-0.8,2,11,2.2,-2.1,-8,105,1.3,-8,2,8
Cc1nnc(SCC2=C(C(=O)O)N3C(=O)C(NC(=O)Cn4cnnn4)C3SC2)s1 (stereo unspecified),100*,-26,21,-2.9,-3.7,8,114,-0.9,-3,-1,0
O=C(C1CCCCC1)N1CCc2[nH]c3ccc(F)cc3c2C1,-0.8,9,5,-0.1,-1.0,51,115,-0.4,-7,6,17
COCCCn1c(-c2ccccc2)nc2ccccc2c1=O,2.1,-19,2,3.5,-0.3,84,100,2.6,-7,-2,-3
Nc1c(N2CCCC2)c2ccccc2oc1=O,3.0,-6,.,1.6,.,0,102,1.6,.,2,-4
C[C@H](CO)NC(=O)[C@H](C)[C@H]1C[C@]1(C)[C@H](NC(=O)OCc1ccccc1)c1ccccc1,0.1,.,15,-1.8,-2.6,-13,102,0.4,-3,-3,-1
O=S(=O)(N/N=C\C=C\c1ccccc1)c1ccc(Br)cc1,1.9,53,-26,2.0,6.3,54,114,-0.4,-6,0,-2
O=C(Nc1nnc(-c2ccco2)o1)c1ccc2ccccc2c1,3.7,-18,13,1.4,-2.5,4,.,-3.6,-5,5,-6
Cc1cc(C(=O)OCC(=O)N2CCOCC2)ccc1[N+](=O)[O-],3.6,14,5,-0.2,-1.0,106,112,1.0,0,-24,-22
COC(=O)c1c(NC(=O)CSc2ncnc3[nH]ncc23)sc2c1CCC2,3.7,-47,4,-0.3,-0.7,6,113,-0.7,-5,-6,-4
O=C(Nc1ccc(F)cc1)c1nc(S(=O)(=O)Cc2ccccc2)ncc1Cl,-0.8,96*,13,0.6,-2.6,173,113,-2.6,-1,45,-5
CC(=O)Nc1ccc(NC(=O)C(C)OC(=O)CSCc2cccc(Cl)c2)cc1 (stereo unspecified),1.1,8,3,0.0,-0.5,-3,111,1.1,4,0,9
CC(=O)Nc1c(Cl)cc(Cl)c2c1Cc1cc(Cl)ccc1-2,2.4,-17,11,.,-2.5,.,98,.,-8,-12,-12
O=[N+]([O-])c1cccc(S(=O)(=O)c2cccc([N+](=O)[O-])c2)c1,2.8,-6,-37,3.9,7.0,169,99,0.6,-6,7,-4

# (listing goes on)
SMILES,phage Ecoli inh,PfHsp90 set2,MOR-DOR inv ag,AddAB inh,MOR-DOR ag,SUMO Mot1 rescue,DSG3 Ab inh,E coli growth,PKA-R1A activ,Arr AP2 block,Tat export inh
Cc1cc(NS(=O)(=O)c2ccc(NC(=O)CSc3nnc(-c4ccco4)n3Cc3ccco3)cc2)nc(C)n1,2.2,-11,4,2.0,-0.6,20,94,-2.0,1,12,0
CC(=O)Nc1ccccc1OC(C)C(=O)NC(C)c1ccc(F)cc1 (stereo unspecified),2.6,6,17,4.1,-3.0,167,.,-1.3,-6,42,-9
O=C(CSc1ccc(Cl)cc1)NNC(=O)c1ccncc1,2.1,.,14,.,-2.7,.,104,.,4,0,0
COc1ccc(CN2CCN(C(=O)c3ccco3)CC2)cc1OC,2.1,10,-1,3.1,0.2,24,101,3.2,16,17,2
Cc1ccc(C)n1NC(=O)c1ccccc1O,4.0,9,14,1.9,-2.4,9,93,-1.7,-6,8,-3
O=C(NCCCSc1ccccc1)c1cc(Cl)ccc1O,3.3,-32,-37,.,6.5,-5,111,.,8,4,5
C=C(C)CSc1nc(C)c(Cc2ccccc2)c(=O)[nH]1,4.7,1,-38,5.2,7.2,7,104,2.8,-6,11,-3
Cc1ccc(-n2c(-c3ccncc3)nnc2-c2cccs2)cc1,2.3,-5,13,-2.6,-2.7,50,-8.5*,-2.5,-6,-1,0
